Rab9 promoter act: qHTS Assay for Rab9 Promoter Activators; Huh7 Rab9 promoter-luciferase reporter, luminescence, 24 h; Potency, µM (series often up to 9.22 µM), for the others: at the top dose activation, negative = inhibition, most hits filed as activators; 320,000 tested, 2.8% active; also: % of control where 0% means no effect; nearly all actives have a fitted effect of over 60% in size
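Huh7 cells stably carrying a Rab9 promoter-luciferase reporter, 1500 cells per well in OP-MEM I with 10% FBS, treated with compound 24 hours at 37C. Luciferase activity read by luminescence after 10 minutes with Amplite reagent.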
ELG1 genotoxic: qHTS screen for small molecules that induce genotoxicity in human embryonic kidney (HEK293T) cells expressing luciferase-tagged ELG1; HEK293T ELG1-luciferase reporter, luminescence, 16 h; Potency, µM (top dose mostly 46 µM), without a hit: at the top dose activity change, positive = activation, hits mostly activators; 330,000 tested, 1.3% active; AID 504466, 2011; also: % of control where 0% means no effect; nearly all actives have a fitted effect of over 60% in size
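ELG1-luciferase HEK293T cells, 2,000/well; compound pinned in; 16 hr, 37 °C, 5% CO2; ONE-Glo, 30 min RT; luminescence on CCD imager.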
NPC1 promoter act: qHTS Assay for NPC1 Promoter Activators | Huh7 NPC1 promoter luciferase reporter, 24 h | Potency, µM (series often up to 9.22 µM), without a hit: top-dose activation, most hits filed as activators | 320,000 tested, 2.4% active;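 also: % of control where 0% means no effect; nearly all actives have a fitted effect of over 60% in size; reporter is driven by a mutant NPC1 promoter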
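NPC1 promoter–luciferase Huh7 cells; 24 h compound; luminescence.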
CXXC DNA block: qHTS Fluorescence Polarization Assay for Inhibitors of MLL CXXC domain - DNA interaction; Histone-lysine N-methyltransferase 2A (Homo sapiens), Q03164; MLL-CXXC / FITC-HOXA9 DNA fluorescence polarization; Potency, µM (doses to about 115 µM), without a hit: at the highest dose activity change, negative = inhibition, most hits filed as inhibitors; 290,000 tested, 0.037% active; active = well fitted inhibition curve with a large enough effect in the polarisation, with a control signal flat, not every such curve was filed as active; inconclusive = small, poorly fitted or top-dose-only effect, or effect the other way, or a change in a side signal; inactive = no such curve, though single readings can be large or run the other way; the % refers to the polarisation
Target sequence (Q03164 whole entry, looked up, the tested form may be a part): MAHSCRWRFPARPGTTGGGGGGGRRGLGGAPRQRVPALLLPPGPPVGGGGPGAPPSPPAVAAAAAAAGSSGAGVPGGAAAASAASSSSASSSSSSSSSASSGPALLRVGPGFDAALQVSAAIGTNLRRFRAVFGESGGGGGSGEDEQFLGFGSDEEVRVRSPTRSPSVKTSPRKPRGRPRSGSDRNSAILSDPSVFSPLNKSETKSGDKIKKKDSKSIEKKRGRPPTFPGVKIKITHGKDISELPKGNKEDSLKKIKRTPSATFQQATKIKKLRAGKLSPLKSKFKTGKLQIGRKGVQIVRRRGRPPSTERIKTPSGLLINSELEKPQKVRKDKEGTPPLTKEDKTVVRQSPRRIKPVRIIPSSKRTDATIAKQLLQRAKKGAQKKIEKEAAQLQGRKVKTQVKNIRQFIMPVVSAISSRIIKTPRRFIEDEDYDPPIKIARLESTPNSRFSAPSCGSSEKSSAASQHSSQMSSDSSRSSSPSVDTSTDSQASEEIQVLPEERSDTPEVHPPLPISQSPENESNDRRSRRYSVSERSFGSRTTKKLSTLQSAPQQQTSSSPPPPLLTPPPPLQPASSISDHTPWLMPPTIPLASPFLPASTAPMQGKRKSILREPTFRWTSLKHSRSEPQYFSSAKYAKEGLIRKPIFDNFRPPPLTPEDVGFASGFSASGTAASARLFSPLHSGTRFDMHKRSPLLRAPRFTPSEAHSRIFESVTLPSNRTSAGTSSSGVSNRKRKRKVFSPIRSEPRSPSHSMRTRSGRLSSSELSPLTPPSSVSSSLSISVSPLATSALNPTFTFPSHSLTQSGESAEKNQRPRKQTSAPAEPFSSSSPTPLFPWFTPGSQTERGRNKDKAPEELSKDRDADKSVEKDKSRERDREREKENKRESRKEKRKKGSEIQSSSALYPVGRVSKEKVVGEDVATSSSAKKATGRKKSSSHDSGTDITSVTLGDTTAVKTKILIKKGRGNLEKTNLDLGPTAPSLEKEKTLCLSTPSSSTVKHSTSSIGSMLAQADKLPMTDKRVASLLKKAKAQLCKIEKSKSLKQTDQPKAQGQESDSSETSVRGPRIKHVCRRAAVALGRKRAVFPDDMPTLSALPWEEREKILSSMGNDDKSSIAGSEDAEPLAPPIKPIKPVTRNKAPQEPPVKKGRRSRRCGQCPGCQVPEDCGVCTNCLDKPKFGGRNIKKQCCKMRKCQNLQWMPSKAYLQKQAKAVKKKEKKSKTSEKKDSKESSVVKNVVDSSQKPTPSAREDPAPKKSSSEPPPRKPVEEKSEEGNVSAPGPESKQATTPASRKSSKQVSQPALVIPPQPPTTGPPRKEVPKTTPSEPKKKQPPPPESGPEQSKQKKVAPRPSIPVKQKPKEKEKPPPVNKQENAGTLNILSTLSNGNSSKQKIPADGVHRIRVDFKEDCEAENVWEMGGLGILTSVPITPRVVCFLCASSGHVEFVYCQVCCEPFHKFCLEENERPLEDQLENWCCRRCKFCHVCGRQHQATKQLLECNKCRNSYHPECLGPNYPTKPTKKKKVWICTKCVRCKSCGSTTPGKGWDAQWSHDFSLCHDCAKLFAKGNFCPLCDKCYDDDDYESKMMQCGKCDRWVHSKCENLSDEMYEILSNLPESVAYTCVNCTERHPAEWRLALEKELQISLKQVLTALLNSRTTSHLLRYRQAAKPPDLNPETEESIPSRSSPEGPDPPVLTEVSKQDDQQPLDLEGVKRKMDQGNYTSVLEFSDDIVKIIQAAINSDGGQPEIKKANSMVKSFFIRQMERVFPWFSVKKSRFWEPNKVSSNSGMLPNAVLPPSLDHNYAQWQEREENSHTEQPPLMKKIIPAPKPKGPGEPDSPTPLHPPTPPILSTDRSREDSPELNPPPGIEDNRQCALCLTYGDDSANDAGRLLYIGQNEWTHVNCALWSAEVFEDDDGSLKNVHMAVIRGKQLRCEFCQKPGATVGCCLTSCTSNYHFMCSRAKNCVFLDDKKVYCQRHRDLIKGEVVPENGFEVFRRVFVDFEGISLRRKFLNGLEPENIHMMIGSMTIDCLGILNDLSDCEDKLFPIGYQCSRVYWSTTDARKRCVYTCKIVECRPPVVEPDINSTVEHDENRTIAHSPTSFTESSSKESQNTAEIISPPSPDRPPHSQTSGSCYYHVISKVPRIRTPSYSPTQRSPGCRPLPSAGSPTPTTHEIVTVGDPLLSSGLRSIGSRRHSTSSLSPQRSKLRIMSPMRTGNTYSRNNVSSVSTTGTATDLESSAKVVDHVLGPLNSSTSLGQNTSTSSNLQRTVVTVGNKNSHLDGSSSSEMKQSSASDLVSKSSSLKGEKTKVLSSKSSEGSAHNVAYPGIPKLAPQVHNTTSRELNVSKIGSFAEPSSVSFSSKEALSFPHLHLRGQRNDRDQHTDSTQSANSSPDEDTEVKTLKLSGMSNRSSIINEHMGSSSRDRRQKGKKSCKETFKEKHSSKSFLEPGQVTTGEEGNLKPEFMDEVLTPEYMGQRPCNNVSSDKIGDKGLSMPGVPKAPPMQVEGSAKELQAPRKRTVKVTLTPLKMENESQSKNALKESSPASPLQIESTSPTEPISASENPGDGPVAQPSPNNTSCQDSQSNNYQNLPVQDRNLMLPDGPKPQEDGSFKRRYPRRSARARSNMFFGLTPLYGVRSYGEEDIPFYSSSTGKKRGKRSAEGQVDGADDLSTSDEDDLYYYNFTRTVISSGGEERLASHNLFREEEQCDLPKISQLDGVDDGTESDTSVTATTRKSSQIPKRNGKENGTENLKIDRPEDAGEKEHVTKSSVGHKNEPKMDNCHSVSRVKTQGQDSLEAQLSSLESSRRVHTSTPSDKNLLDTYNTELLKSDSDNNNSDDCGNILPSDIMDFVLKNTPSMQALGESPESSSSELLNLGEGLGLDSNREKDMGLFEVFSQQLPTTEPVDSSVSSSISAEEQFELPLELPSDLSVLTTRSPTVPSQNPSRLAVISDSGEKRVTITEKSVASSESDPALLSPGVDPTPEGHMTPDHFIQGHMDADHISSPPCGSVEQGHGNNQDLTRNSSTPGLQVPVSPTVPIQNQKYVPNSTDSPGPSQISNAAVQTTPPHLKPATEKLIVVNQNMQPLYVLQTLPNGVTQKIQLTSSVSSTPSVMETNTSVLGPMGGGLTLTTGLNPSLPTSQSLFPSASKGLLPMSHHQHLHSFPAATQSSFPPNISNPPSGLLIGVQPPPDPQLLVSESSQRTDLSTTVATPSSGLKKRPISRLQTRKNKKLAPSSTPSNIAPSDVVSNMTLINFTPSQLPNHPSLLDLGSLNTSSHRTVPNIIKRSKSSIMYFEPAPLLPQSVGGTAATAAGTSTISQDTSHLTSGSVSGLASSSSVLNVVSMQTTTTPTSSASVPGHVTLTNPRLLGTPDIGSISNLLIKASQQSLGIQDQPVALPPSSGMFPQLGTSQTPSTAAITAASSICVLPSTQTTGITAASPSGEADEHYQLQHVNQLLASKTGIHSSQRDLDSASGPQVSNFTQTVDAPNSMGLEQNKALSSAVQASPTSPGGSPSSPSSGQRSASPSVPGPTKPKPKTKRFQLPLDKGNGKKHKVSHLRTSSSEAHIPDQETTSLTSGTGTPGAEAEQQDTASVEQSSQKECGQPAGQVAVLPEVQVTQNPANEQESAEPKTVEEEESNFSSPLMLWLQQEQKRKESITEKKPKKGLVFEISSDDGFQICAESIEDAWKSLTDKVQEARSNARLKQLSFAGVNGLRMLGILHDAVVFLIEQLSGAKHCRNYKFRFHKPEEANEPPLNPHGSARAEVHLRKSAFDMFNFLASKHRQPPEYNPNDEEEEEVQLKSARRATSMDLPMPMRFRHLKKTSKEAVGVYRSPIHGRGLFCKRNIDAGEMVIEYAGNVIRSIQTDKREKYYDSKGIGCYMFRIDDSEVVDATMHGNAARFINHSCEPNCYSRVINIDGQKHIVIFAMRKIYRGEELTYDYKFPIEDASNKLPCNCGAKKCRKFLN
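Fluorescence polarization: 7 uM MLL-CXXC (stock) preincubated 5 min with compounds, then 50 nM fluorescein-HOX-A9 DNA (stock) added; 30 min ambient. Buffer 50 mM Tris-HCl pH 7.5, 50 mM NaCl, 1 mM DTT, 0.05% BSA.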
RORg inh: qHTS for inhibitors of ROR gamma transcriptional activity | Drosophila S2 Gal4-RORgamma UAS-luciferase reporter, 20 h | AID 2551, 2010 | Potency, µM (titrated, usually from 53.6 µM), without a hit: at the top dose activity change, negative = inhibition, actives largely listed as inhibitors | 310,000 tested, 5.4% active | Nuclear receptor ROR-gamma (Mus musculus), P51450; also: % is scaled to controls: 0 for no effect and ±100 for the full control effect; nearly all actives have a fitted effect of over 60% in size
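Read-out: Photinus luciferase luminescence; inhibitors lower reporter signal. Insect Schneider cells with Gal4-ROR gamma fusion under metallothionein promoter, UAS reporter; 700 uM final copper sulfate induction, 20 hr, ambient temperature.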
p53 reactivator: qHTS assay for re-activators of p53 using a Luc reporter. Potency, µM (top dose mostly 92.2 µM), for the others: at the highest dose activity change, positive = activation, hits mostly activators. 320,000 tested, 0.063% active. H1299 p53-A138V BP100-luciferase reporter, luminescence, 24 h; also: % of control where 0% means no effect; nearly all actives have a fitted effect of over 45% in size
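H1299 (p53-null), stable ts p53-A138V + BP100-Luc; 1000 cells/well, Opti-MEM/10% FBS; cpd 4 pt, 1:5; 24 h, 37 deg C, 5% CO2; detection reagent 10 min RT; luminescence.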
FLuc counter: qHTS profiling assay for firefly luciferase inhibitor/activator using purifed enzyme and Km concentrations of substrates (counterscreen for miR-21 project). Luciferin 4-monooxygenase (Photinus pyralis), P08659. purified FLuc, Km substrates, luminescence inhibition. Potency, µM (top dose mostly 57.5 µM), for the others: top-dose activity change, negative = inhibition, hits mostly inhibitors. 360,000 tested, 6.9% active;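 also: plate controls were vehicle for no effect and reference inhibitor for full effect; nearly all actives have a fitted effect of over 55% in size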
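Biochemical qHTS of compounds, final roughly 60 µM downward over six points, against 10 nM purified firefly luciferase using Km concentrations of substrates (10 uM D-luciferin, 10 uM ATP) in Tris acetate pH 7.5 buffer; luminescence output.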
uPA generation: qHTS for Inhibitors of Cell Surface uPA Generation; cell surface uPA generation assay, qHTS; Potency, µM (top dose mostly 38.3 µM), inactives show at the highest dose activity change, negative = inhibition, usual class: inhibitors; 330,000 tested, 0.31% active; AID 540303, 2011; active = well fitted inhibition curve with a large enough effect; inconclusive = small, poorly fitted or top-dose-only effect; inactive = no such curve, though single readings can be large or run the other way; tested in mouse RAW 264.7 cells; also: % is scaled to controls: 0 for no effect and ±100 for the full control effect; nearly all actives have a fitted effect of over 55% in size
Gal4-VP16 FLuc: VP16 counterscreen qHTS for inhibitors of ROR gamma transcriptional activity; 310,000 tested, 3.5% active; Drosophila S2 Gal4-VP16 UAS-luciferase, luminescence, 20 h; Potency, µM (doses to about 53.6 µM), inactives show at the highest dose activity, negative = inhibition, most hits filed as inhibitors;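 also: Gal4-VP16 expression switched on by copper sulfate through the metallothionein promoter; % is scaled to controls: 0 for no effect and ±100 for the full control effect; nearly all actives have a fitted effect of over 50% in size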
MBNL1-CUG inh: qHTS Assay for Inhibitors of MBNL1-poly(CUG) RNA binding. TR-FRET MBNL1-His/biotin-(CUG)12 binding, 665/545 ratio. Potency, µM (highest dose often 57.5 µM), for inactives: at the top dose activity change, negative = inhibition, usual class: inhibitors. 280,000 tested, 0.036% active; active = well fitted inhibition curve with a large enough effect in the signal ratio, with a control signal flat, not every such curve was filed as active; inconclusive = small, poorly fitted or top-dose-only effect, or effect the other way, or a change in a side signal; inactive = no such curve, though single readings can be large or run the other way; the % refers to the signal ratio; also: % is scaled to controls: 0 for no effect and ±100 for the full control effect
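His-tagged MBNL1 binding to biotinylated (CUG)12 RNA was measured by TR-FRET using terbium anti-His antibody (0.055 ng/ul final) and streptavidin-XL665 (5 nM final). Compounds were titrated 92 nM to 58 uM; 60 min at room temperature.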
BRCA1 expr up: qHTS Assay to Identify Small Molecule Activators of BRCA1 Expression. MCF7-BRCA1-FFLuc reporter, luminescence, 48 h; response scale: scaled: vehicle 0%, 10 µM genistein 100%. Potency, µM (series often up to 46.1 µM), inactives show at the top dose activation, actives largely listed as activators. 380,000 tested, 1.1% active; also: nearly all actives have a fitted effect of over 80% in size; some results filed as inactive show a strong effect at the top dose
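MCF7 cells carrying a BRCA1-firefly luciferase reporter (2000 cells/well, phenol-red free MEM) were attached for 2 h at 37 °C, then given compounds for 48 h. Luminescence was read 15 min after luciferase reagent; activity normalized to genistein (10 microM) and DMSO.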
* marks the source's active call; other numbers are inactive results; ? = inconclusive; . = no result given; & = joins results of further samples; [ ] = another dose, or the depositor's remark. Unless noted, calls follow the shape of the dose curve; as a rule, active = well fitted curve in the direction sought with a large enough effect; inconclusive = small, poorly fitted or top-dose-only effect, or another doubt; inactive = no such curve, though single readings can be large; an effect the other way counts as inactive or inconclusive. Potency is read from the fitted curve at half-maximal effect. Not all compounds are listed (hit frequency here may not be typical).

SMILES	Rab9 promoter act	ELG1 genotoxic	NPC1 promoter act	CXXC DNA block	RORg inh	p53 reactivator	FLuc counter	uPA generation	Gal4-VP16 FLuc	MBNL1-CUG inh	BRCA1 expr up
C/C(=N\NC(N)=O)C1CC(CC(C)C)C(=O)O1 (stereo not drawn)	-1%	-1%	-1%	4%	-13%	7%	3%	5%	6%	.	5%
CC(C)Oc1ccc(C(CC(=O)O)NC(=O)Cc2ccc(Cl)cc2)cc1 (stereo not drawn)	0%	0%	-2%	11%	13%	-4%	0%	3%	-3%	-1%	-6%
COc1ccc(OC)c(S(=O)(=O)N2CCCCC2C(=O)N2CCN(c3ccccn3)CC2)c1 (stereo not drawn)	-8%	-5%	-1%	10%	-7%	-9%	2%	9%	4%	0%	-17%
Cc1cc(N(C)C)ccc1N=Nc1ccc2ncccc2c1	0.89µM*	4.6µM*	3.2µM*	-10%	-41%	?	0.43µM*	-2%	-12%	?	?
CC(C)(C)C(=O)Nc1ccc(S(=O)(=O)NC2=NCCCCC2)cc1	-2%	0%	0%	.	.	9%	-1%	2%	.	.	-3%
CCOC(=O)C1CCCN(C(=O)c2ccc3[nH]c4c(c3c2)CC(C)CC4)C1 (stereo not drawn)	-7%	-3%	2%	.	.	-1%	-7%	1%	.	.	-2%
COc1ccc(CC(C)N2CCN(c3ccccc3)CC2)cc1OC (stereo not drawn)	-4%	-3%	-3%	-5%	-2%	-2%	1%	13%	-1%	3%	-2%
N#Cc1ccsc1NC(=O)C1CC(=O)N(Cc2ccccc2)C1 (stereo not drawn)	0%	-1%	-6%	.	.	-2%	0%	-1%	.	.	2%
O=c1c2ccccc2n(CC(O)CN2CCOCC2)c2ccccc12 (stereo not drawn)	-2%[1.84 µM]	-1%	-3%	-8%	3%	-1%	1%	7%	2%	?	-22%
Cc1nc(/N=C(\N)NC(=O)NC2CCCCC2)nc2ccccc12	-24%	-16%	-17%	8%	?	21%	17µM*	-4%	7.9µM*	1%	-74%
Cc1nnc(SCC(=O)NC(=O)NC(C)(C)C)s1	-5%	1%	1%	-1%	-2%	-3%	-1%	2%	6%	-3%	0%
CNC(=O)c1[nH]cnc1C(=O)Nc1ccc(OC)cc1	0%	12%	14%	-22%	5.6µM*	2%	?	-28%	-70%	-5%	0%
CC(C)Oc1ccc(CCc2nnc(SC(C)C(=O)O)n2-c2ccccc2)cc1 (stereo not drawn)	-4%	0%	0%	1%	-18%	0%	-5%	12%	-8%	-24%	-2%
COc1ccccc1-n1cnnc1SCC(=O)N1CCN(S(=O)(=O)c2ccccc2)CC1	-9%	-6%	0%	2%	14%	-12%	-1%	2%	-1%	-5%	3%
C=CCn1c(SCC(=O)NC(C)(C)C)nnc1-c1ccccc1O	1%	0%	-3%	-4%	-15%	-3%	11%	.	-8%	-1%	-25%
Nc1nc(NCc2ccco2)nc(NC2CCCCC2)c1[N+](=O)[O-]	1%	2%	-3%	-2%	-5%	-5%	0%	-7%	-9%	.	7%
O=C(NCc1ccccc1)c1nc2ccccc2s1	4%	5%	-2%	-4%	13%	17%	?	5%	18%	3%	38%
O=C(Nc1cccc(Cl)c1)C1CCCN(S(=O)(=O)c2ccc(F)cc2)C1 (stereo not drawn)	1%	-8%	-1%	?	19%	-12%	0%	.	-14%	-8%	-24%
OC(C[n+]1ccccc1)c1ccccc1 (stereo not drawn)	-2%	1%	-3%	-1%	0%	1%	0%	9%	0%	-3%	1%
OC(CN1CCN(Cc2ccccc2)CC1)c1ccccc1 (stereo not drawn)	2%	0%	-1%	-3%	0%	23%	-2%	-12%	1%	2%	-1%
O=C(c1cc2ccccc2o1)N1CCN(S(=O)(=O)/C=C/c2ccccc2)CC1	1%	-11%	-5%	-1%	-1%	1%	-6%	1%	-2%	-2%	-39%
O=C(/C=C/c1cc2c(cc1Br)OCO2)NCc1ccc(Cl)cc1	6%	1%	-4%	-2%	-2%	-3%	-8%	-1%	-9%	-11%	0%
Cc1cc(C)cc(OCC(=O)NNC(=O)c2cc3ccccc3oc2=O)c1	5%	4%	-2%	2%	-26%	5%	-4%	-2%	1%	-13%	8%
O=C(CN(CCc1ccccc1)C(=O)Cn1nnc(-c2cccs2)n1)NCc1ccco1	1%	1%	1%	-6%	-7%	-2%	-2%	-5%	1%	0%	-5%
COc1cccc(NC(=O)CCS(=O)(=O)c2cccs2)c1	13%	?	13%	-4%	?	?	?	-3%	20%	3%	100%
CCOC(=O)c1c(-c2cccc([N+](=O)[O-])c2)csc1NC(=O)C1CC1	3%	-5%	-7%	-7%	?	-10%	-1%	.	?	27%	-52%
COc1ccc(NS(=O)(=O)c2ccc(NC(=O)Cc3cccs3)cc2)cc1	-3%	2%	-6%	8%	?	-6%	4%	8%	0%	.	-15%
CC(C)Cn1c(N)c(C(=O)COC(=O)[C@@H]2CCCN2C(=O)c2cccs2)c(=O)n(C)c1=O	9%	-3%	8%	8%	8%	16%	0%	-3%	-21%	-8%	10%
CCOc1ccc(CCNC(=O)CSCc2ccc(C)cc2)cc1OCC	1%	0%	3%	4%	36%	-6%	-2%	2%	?	-3%	-14%
CCc1nnc(NC(=O)c2nn(-c3ccccc3)nc2C)s1	1%	7%	-1%	7%	?	-1%	?	-1%	-17%	.	-28%
COc1ccc(COc2cc(-c3cccc(OC)c3)nc3ccc(NC(=O)c4ccc(Cl)cc4)cc23)cc1	-4%	-1%	-4%	-5%	-30%[40.7 µM]	4%	-3%	?	0%[40.7 µM]	23%	-43%
COc1ccc(C)cc1S(=O)(=O)Nc1ccccc1	9%	2%	1%	-1%	-36%	-5%	-2%	.	1%	?	-12%
C=CCS(=O)(=O)N1CCCC(C(=O)c2cccc(Cl)c2)C1 (stereo not drawn)	3%	-2%	-7%	0%	8%	0%	0%	4%	-16%	2%	-11%
CC1(C)Cc2c(sc3nnn(Cc4ccc(Cl)cc4)c(=O)c23)CO1	-3%	-1%	-3%	10%	?	-7%	1%	3%	?	9%	-32%
O=C(CSCc1ccc(C(=O)O)cc1)Nc1ccccc1	-3%	0%	-5%	1%	-4%	1%	4%	-1%	5%	-8%	-23%
CCc1ccc(N(CC(=O)NC(C)C)C(=O)CCC(=O)Nc2ccccn2)cc1	9%	-3%	0%	-10%	-7%	-2%	-3%	-1%	3%	-7%	-10%
O=c1oc2c(-c3cccc(F)c3)cc(O)cc2s1	3%	4%	0%	-7%	-37%	8%	-17%	-6%	?	1%	-13%
O=C1CC(C2CCCO2)C(=O)N1c1ccc(Cl)c(Cl)c1 (stereo not drawn)	-24%	2%	-35%[inhibitor]	-1%	?	-1%	-2%	-4%	11µM*	0%	4%
O=C(CC1CCCC1)Nc1cc(C(F)(F)F)ccc1-n1cncn1	3%	4%	1%	.	.	-3%	-1%	8%	.	.	-26%
Cc1cc(N2CCN(c3ccc(F)cc3)CC2)nc(-c2ccccc2)n1	1%	-3%	-3%	-3%	11%	-4%	5%	7%	-4%	8%	-53%
COc1ccc(C(=O)N(C)C2CCCc3ccccc32)cc1OC1CCN(C(C)C)CC1 (stereo not drawn)	1%	3%	7%	12%	0%	?	-4%	-7%	5%	3%	-27%
CC(C[N+](C)(C)C)OC(N)=O (stereo not drawn)	-3%[46.1 µM]	0%	1%[46.1 µM]	5%&15%&-2%	-4%	1%	2%	3%	-1%&-5%&-6%	-23%	5%
COc1ccc(C2=NN(C(C)=O)CC2c2cccc([N+](=O)[O-])c2)cc1 (stereo not drawn)	8%	1%[9.26 µM]	-5%	3%	-4%	-1%	1%	-7%	-3%	?	-4%

Nothing new here: 2 of the compounds above.
SMILES	Rab9 promoter act	ELG1 genotoxic	NPC1 promoter act	CXXC DNA block	RORg inh	p53 reactivator	FLuc counter	uPA generation	Gal4-VP16 FLuc	MBNL1-CUG inh	BRCA1 expr up
CC(C[N+](C)(C)C)OC(N)=O (stereo not drawn)	-3%[46.1 µM]	0%	1%[46.1 µM]	5%&15%&-2%	-4%	1%	2%	3%	-1%&-5%&-6%	-23%	5%
COc1ccc(C2=NN(C(C)=O)CC2c2cccc([N+](=O)[O-])c2)cc1 (stereo not drawn)	8%	1%[9.26 µM]	-5%	3%	-4%	-1%	1%	-7%	-3%	?	-4%
